DNMT1 inh: human DNMT1 methyltransferase inhibitors, primary screen, biochemical, molecular beacon, fluorescence, HinP1I cleavage, uHTS | 0.83% of 360,000 active | AID 588458, 2011 | inhibition (reported as % activation of signal), % at 10 µM | DNA (cytosine-5)-methyltransferase 1 (Homo sapiens), P26358; in the data active means inhibition above about 50%
Rpn11 inh: Rpn11 (PSMD14) deubiquitinase inhibitors, primary screen, biochemical, fluorescence polarization, uHTS; human 26S proteasome, Ub4-pepOG fluorescence polarization; 20S core pre-blocked with epoxomicin; calls only at 20 µM; 0.59% of 360,000 active; AID 588493, 2011;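 active means inhibition at 20 µM, scaled to each plate's controls, above about 33%, limit read from the data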
STEP inh: STEP phosphatase inhibitors, primary screen, biochemical, fluorescence intensity, uHTS; recombinant STEP, OMFP fluorogenic substrate; inhibition, % at 20 µM; 0.25% of 360,000 active; AID 588621, 2011;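 active means inhibition at 20 µM, scaled per plate between control wells, above about 37%, limit read from the data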;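 further: 0% = DMSO with enzyme and substrate and 100% = substrate only without enzyme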
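Material: STEP (striatal-enriched tyrosine phosphatase) enzyme, cell-free | Medium: 50 mM Bis-Tris pH 6.0 with 2.5 mM DTT and 0.005% Tween 20 | Read-out: Percent inhibition scaled to no-enzyme and uninhibited-enzyme controls, plate-pattern corrected | Signal: Fluorescence read at 480 nm ex / 540 nm em | Times: 20 min reaction, room temperature, in the dark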
CSN inh: inhibitors of CSN-mediated cullin deneddylation, primary screen, biochemical, fluorescence polarization, uHTS | COP9 signalosome complex subunit 5 (Homo sapiens), Q92905 | Purified CSN, SCF-Nedd8-OG deneddylation | inhibition, % at 12.5 µM | 0.38% of 360,000 active;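 active means pattern-corrected inhibition above about 35%, with an unprinted fluorescence ratio check between 0.5 and 1.5, limit read from the data, passing the limit was not always enough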;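 further: 0% = enzyme with substrate and 100% = substrate without enzyme; some results filed as inactive read as strong as hits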
Target sequence (Q92905 whole entry, looked up, one chain of several): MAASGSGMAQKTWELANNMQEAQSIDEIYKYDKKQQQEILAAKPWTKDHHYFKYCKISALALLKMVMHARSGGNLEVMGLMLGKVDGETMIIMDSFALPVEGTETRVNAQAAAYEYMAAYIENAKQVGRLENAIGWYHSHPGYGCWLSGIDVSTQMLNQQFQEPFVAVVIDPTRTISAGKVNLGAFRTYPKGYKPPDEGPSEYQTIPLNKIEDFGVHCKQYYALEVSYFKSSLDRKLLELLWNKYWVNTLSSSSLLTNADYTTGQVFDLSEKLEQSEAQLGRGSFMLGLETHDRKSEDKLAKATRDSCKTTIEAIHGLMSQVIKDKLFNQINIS
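Assay system: HEK293T-derived human Csn5 enzyme; quantity: 0.24 nM enzyme; medium: Tris/NaCl/DTT buffer, pH 7.5; also added: substrate SCFSkp2-Nedd8OG, 10 nM; doses: 12.5 µM compound; schedule: 90 min reaction at room temperature; signal: FP; read-out: % inhibition of substrate cleavage by Csn5; benchmarks: substrate-only high control, full reaction low control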
Scp-1 inhibitor: Scp-1 phosphatase inhibitors, primary screen, biochemical, colorimetric, uHTS; Recombinant Scp1, phosphopeptide, malachite green phosphate absorbance; inhibition, % at 20 µM; 0.88% of 340,000 active; AID 493091, 2011;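 active means inhibition above about 50% at 20 µM, limit read from the data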;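 further: plate controls were DMSO wells with enzyme for no effect and wells lacking enzyme for full effect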
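Test system: SCP-1 phosphatase catalytic domain, residues 76-261; measured by: colorimetric phosphate reagent with accelerator and stabiliser, absorbance at 630 nm; timing: enzyme reaction 45 min at room temperature, colour 5 min, stabilisation 30 min; also added: Phosphorylated 17-residue peptide substrate; compound dosing: one concentration, 20 µM, with 1.0% DMSO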
LMPTP block: LMPTP phosphatase inhibitors, primary screen, biochemical, fluorescence intensity, uHTS; 0.22% of 360,000 active; inhibition, % at 20 µM; Low molecular weight phosphotyrosine protein phosphatase (Homo sapiens), P24666; recombinant LMPTP-A, OMFP fluorogenic substrate;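 active means compounds that cut the enzyme signal by at least half of the control window in the single-dose screen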;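 further: plate controls were DMSO wells with enzyme plus substrate for no effect and substrate without enzyme for full effect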
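Test system: LMPTP-A phosphatase enzyme. Amount: LMPTP-A at 0.625 nM final in the reaction. Reagent: OMFP substrate, 400 µM final. Times: 50 min at room temperature. Signal: endpoint fluorescence intensity from OMFP dephosphorylation. Read-out basis: % inhibition. Benchmarks: no-enzyme and uninhibited controls.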
Tb MetRS inh: T. brucei MetRS inhibitors, primary screen, biochemical, luminescence; 0.4% of 360,000 active; purified T. brucei MetRS, ATP depletion, Kinase-Glo luminescence; inhibition, % at 11.9 µM; AID 624268, 2012; methionyl-tRNA synthetase (Trypanosoma brucei brucei);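 active means inhibition above a per-plate cutoff of the control wells' mean inhibition plus 3 SD, cut at about 5.5% in these data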;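 further: 0% = DMSO wells median and 100% = median of wells with control inhibitor compound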
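Dosing: 11.9 µM single point; system: parasite MetRS enzyme; technique: luminescence of leftover ATP; times: 15 min enzyme-compound preincubation, 2 h reaction, 10 min detection, 25 °C; replicates: each compound tested once; read-out basis: percent inhibition relative to median high and low control wells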
MLLE-PAM2 inh: inhibitors of PABP1 MLLE–PAM2 peptide binding, primary screen, biochemical, fluorescence polarization, FITC-PAM2, GST-MLLE; 0.36% of 360,000 active; inhibition, % at 20 µM; Polyadenylate-binding protein 1 (Homo sapiens), P11940; in the data active means inhibition above about 35%, passing the limit was not always enough;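 further: plate controls were DMSO wells with GST-MLLE for no effect and wells lacking GST-MLLE protein for full effect; some results filed as inactive read as strong as hits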
Target sequence (P11940 whole entry, looked up): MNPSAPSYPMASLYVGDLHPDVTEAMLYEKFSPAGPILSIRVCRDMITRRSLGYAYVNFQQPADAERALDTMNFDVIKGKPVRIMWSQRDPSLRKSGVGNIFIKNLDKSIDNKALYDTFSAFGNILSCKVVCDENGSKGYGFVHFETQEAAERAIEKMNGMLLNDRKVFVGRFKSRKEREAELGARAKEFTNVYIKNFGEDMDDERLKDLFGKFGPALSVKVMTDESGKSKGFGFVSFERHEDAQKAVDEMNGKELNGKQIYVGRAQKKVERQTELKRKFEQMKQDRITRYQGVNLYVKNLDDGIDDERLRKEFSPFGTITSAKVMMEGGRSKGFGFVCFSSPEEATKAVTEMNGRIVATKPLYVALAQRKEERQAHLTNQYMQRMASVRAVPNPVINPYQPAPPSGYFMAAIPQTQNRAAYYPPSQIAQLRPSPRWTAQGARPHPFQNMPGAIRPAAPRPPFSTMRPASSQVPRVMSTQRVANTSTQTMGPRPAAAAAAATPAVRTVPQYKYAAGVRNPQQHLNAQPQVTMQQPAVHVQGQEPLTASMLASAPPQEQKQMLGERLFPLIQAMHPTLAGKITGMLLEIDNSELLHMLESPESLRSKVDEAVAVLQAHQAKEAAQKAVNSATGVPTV
NadD block: inhibitors of S. aureus NadD, primary screen, biochemical, colorimetric, uHTS | 0.78% of 360,000 active | inhibition, % at 20 µM | AID 602399, 2012 | Nicotinate-nucleotide adenylyltransferase NadD (Staphylococcus aureus N315) | purified NadD enzyme, colorimetric absorbance read-out; in the data active means inhibition above about 26%; further: some compounds past the cut are filed as inactive
SUMO1 PPI mod: modulators of SUMO1 protein-protein interactions, primary screen, biochemical, uHTS; Small ubiquitin-related modifier 1 (Homo sapiens), P63165; SUMO1 binding to a labelled peptide, TR-FRET, 1 h; inhibition, % at 20 µM; 0.33% of 360,000 active; AID 602429, 2012; in the data active means inhibition above about 37%
Target sequence (P63165 whole entry, looked up): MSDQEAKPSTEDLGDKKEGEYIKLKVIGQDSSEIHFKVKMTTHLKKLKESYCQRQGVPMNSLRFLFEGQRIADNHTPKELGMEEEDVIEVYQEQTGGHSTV
* marks the source's active call; other numbers are inactive results; i = inactive; nt = no result given.

molecule	DNMT1 inh	Rpn11 inh	STEP inh	CSN inh	Scp-1 inhibitor	LMPTP block	Tb MetRS inh	MLLE-PAM2 inh	NadD block	SUMO1 PPI mod
Cn1cnnc1SCCC(=O)Nc1ccc(Cl)cc1	3	i	2	0	-8	-1.9	0.4	-5	-2	2
COc1ccc(CCNC(=O)CCCn2ncn3c(cc4occc43)c2=O)c(OC)c1	-1	i	0	0	-8	-0.1	0.1	12	-1	-1
COc1ccc(CNC(=O)C(C)N2C(=O)COc3ccc(C)cc32)c(OC)c1 (stereo not drawn)	3	i	2	-5	-2	-0.3	-0.1	-12	-4	4
CC12COC3(C(=O)Nc4ccc(F)cc4)CC1CCC32C (stereo not drawn)	-1	i	-3	-9	-12	0.1	-0.2	2	-3	20
Cc1ccc(NC(=O)c2ccc(CN3CC(=O)N4CCCCC4C3=O)cc2)c(C)c1 (stereo not drawn)	3	i	-5	3	-4	-0.7	0.1	-4	0	0
CCN(c1ccccc1)S(=O)(=O)c1ccc(Cl)c(C(=O)OCC(=O)c2[nH]c(C)c(C(C)=O)c2C)c1	-4	i	-2	-1	-6	2.3	-0.7	-14	-8	0
O=C(NC1(O)C(=O)c2ccccc2C1=O)c1ccc(C(F)(F)F)cc1	61*	i	2	5	3	3.7	0.6	27	-3	7
COCCNC(=S)N1CCc2cc(OC)c(OC)cc2C1COc1ccc(F)cc1 (stereo not drawn)	1	i	4	-4	-7	1.3	-0.8	-153	-7	1
COc1ccc(OC)c(-c2nc(C(=O)NCC3CCCO3)cc3c2[nH]c2ccccc23)c1 (stereo not drawn)	-18	i	4	6	4	1.8	1.3	10	10	4
O=C1[C@H]2CCCC[C@H]2C(=O)N1CCCCN1CCN(c2nsc3ccccc23)CC1	-3	i	-1	2	-9	-0.2	0.1	-13	-3	2
CCOc1ccc(-c2c(C(=O)N/N=C/c3ccncc3)nnn2-c2nonc2N)cc1	1	i	-2	-1	7	0.2	-0.1	4	4	-13
CN(C)C(=O)c1ccc(NC(=O)COC(=O)c2cc3c(s2)CCCCC3)cc1	-4	i	-1	3	-2	0.5	-0.1	-58	14	6
COC(=O)CNC(=O)C(C)NC(=O)CNC(=O)OCc1ccccc1 (stereo not drawn)	-2	i	-6	-2	1	-1.3	0.0	1	-2	1
O=C(CCC1CCCC1)N1CCN(C(=O)C2CC2)CC1	-1	i	2	1	-5	-0.3	0.2	7	-2	2
CC(C)(C)NC(=S)Nc1ccc(Br)cc1	8	i	4	2	-6	0.0	0.5	19	2	-2
COc1cc2c(cc1OC)CN(c1ccc([N+](=O)[O-])cc1Cl)CC2	-4	i	-4	0	-8	3.1	4.7	-35	-2	-12
Nc1nnc(Cc2ccc(Cl)cc2Cl)s1	4	i	0	3	-8	-0.6	1.9	-31	-1	-4
O=C(c1ccccc1)N1CCN(Cc2cccc(Oc3ccccc3)c2)CC1	-4	i	0	5	-6	0.8	-0.1	7	7	-1
O=C(O)C[C@H]1c2cc(C(F)(F)F)ccc2S(=O)(=O)N1Cc1ccccc1	2	i	2	0	4	-0.9	0.3	-7	-5	6
C=CCNc1oc(-c2ccc(-c3ccccc3)cc2)nc1C#N	-3	i	0	-1	1	0.7	-0.9	22	5	-8
COc1ccc(C(=O)NCCCNC(=O)c2cc3ccccc3[nH]2)cc1OC	-4	i	1	1	-17	-0.5	0.2	-6	-4	-4
C/C(Cc1ccccc1)=N\NC(=O)CNC(=O)c1ccc(Cl)cc1Cl	4	i	2	2	2	-1.1	1.5	7	-5	3
O=C(Nc1cccc(F)c1)/C(=C/c1ccco1)NC(=O)c1ccco1	-2	i	1	13	7	-0.3	-0.3	-24	1	-11
Nc1nncn1C(=O)c1cccs1	2	i	0	-2	0	-1.3	-1.4	-7	6	-2

Three structures out of the list, arranged by count of non-hydrogen atoms, descending.
molecule	DNMT1 inh	Rpn11 inh	STEP inh	CSN inh	Scp-1 inhibitor	LMPTP block	Tb MetRS inh	MLLE-PAM2 inh	NadD block	SUMO1 PPI mod
C=CCNc1oc(-c2ccc(-c3ccccc3)cc2)nc1C#N	-3	i	0	-1	1	0.7	-0.9	22	5	-8
Nc1nnc(Cc2ccc(Cl)cc2Cl)s1	4	i	0	3	-8	-0.6	1.9	-31	-1	-4
Nc1nncn1C(=O)c1cccs1	2	i	0	-2	0	-1.3	-1.4	-7	6	-2

The list continues.
molecule	DNMT1 inh	Rpn11 inh	STEP inh	CSN inh	Scp-1 inhibitor	LMPTP block	Tb MetRS inh	MLLE-PAM2 inh	NadD block	SUMO1 PPI mod
CCN(CC1CCCO1)C(=O)c1cc(COc2cc(C)c(Cl)c(C)c2)on1 (stereo not drawn)	-8	i	2	8	-5	1.8	-0.2	-5	1	-2
COc1ccccc1N1CCN(C(CNS(=O)(=O)c2cccs2)c2cccnc2)CC1 (stereo not drawn)	-1	i	2	5	-8	-1.1	-0.2	2	-1	0
CCC(c1nnnn1-c1c(C)cccc1C)N1CCN(c2ccc(C(F)(F)F)cc2[N+](=O)[O-])CC1 (stereo not drawn)	nt	nt	nt	-3	nt	0.3	-1.8	nt	7	-1
O=C(N/N=C/c1cccc2ccccc12)c1ccc(CN2CCOCC2)cc1	1	i	3	4	-11	0.5	-1.4	5	3	-19
Cc1ccc(S(=O)(=O)NC[C@H]2O[C@@H](n3ccc(N)nc3=O)[C@H](O)[C@@H]2O)s1	2	i	-3	6	nt	-1.5	-1.5	-1	-3	0
O=C(NCc1ccco1)C1CCN(C(=O)Cc2ccccc2)CC1	-1	i	0	0	-12	-2.8	-0.4	15	-2	0
CC(C)(C)c1ccc(C(=O)NNC(=S)NC(=O)c2cccnc2)cc1	1	i	4	10	-9	1.0	-0.5	9	3	3
O=C(CSc1nnc(NC(=O)c2ccco2)s1)Nc1ccc(F)cc1	1	i	-1	-2	-7	1.4	0.1	-4	6	6
COc1ccc(/C=N/Nc2ccc(C(F)(F)F)cc2[N+](=O)[O-])cc1O	38	i	0	-5	-9	3.4	-1.1	-10	1	-13
CCN1/C(=C/c2cccc[n+]2C)Sc2ccc(OC)cc21	1	i	-1	2	109*	2.1	0.3	-140	9	-43
COC(=O)C1=C(C)N(C)C(=S)NC1c1c(OC)ccc2ccccc12 (stereo not drawn)	-1	i	-3	-4	-1	-0.8	0.5	7	-3	1
Cc1ccc(CNC(=O)CN2CCC(C(N)=O)CC2)cc1	3	i	-2	0	-10	-1.4	0.1	6	-2	5
O=C(NCCO)/C(=C\c1ccc([N+](=O)[O-])o1)NC(=O)c1ccccc1	2	i	1	-12	9	2.0	-1.4	-13	2	-21
COc1ccc(N2CCCCn3c2nc2c3c(=O)n(C)c(=O)n2C)cc1	-3	i	-1	1	5	-0.8	-1.0	-3	-2	-1
CC(C)(C)S(=O)(=O)N1Cc2cc(=O)n(Cc3ccccc3)c(CCO)c2[C@H]1CCO	-12	i	-1	5	21	-2.2	-0.9	-20	2	-5
Cc1cc(NC(=O)CCC(=O)N(c2ccccc2)C(C(=O)NC2CCCC2)c2ccccc2F)no1 (stereo not drawn)	-2	i	-1	1	-9	1.0	0.1	-1	-4	2
CN(C)c1cccc(C(=O)NCc2ccc3c(c2)OCO3)c1	3	i	0	1	1	1.3	-1.0	-13	-1	6
CCOC(=O)C(C)N1N=C(/C=C/c2ccc(C)cc2)CCC1=O (stereo not drawn)	-3	i	2	-1	-2	-0.5	-1.3	-3	-1	-8
O=C(NC(=S)Nc1ccc(CN2CCOCC2)cc1)c1cccc(F)c1	2	i	10	-2	-5	0.6	-0.1	22	-5	0
CC(C)Oc1ccc(C(=O)NC2CCS(=O)(=O)C2)cc1 (stereo not drawn)	2	i	-5	0	-13	-1.0	-0.5	-8	4	2
CSc1cc(C)nc(N(C)C(C)=O)n1	2	i	-1	2	7	-1.9	-1.5	-1	-2	-1
CC12CCC(C(=O)N(CCCN3CCN(Cc4ccccc4)CC3)C1=O)C2(C)C (stereo not drawn)	1	i	2	-3	-4	-4.0	-0.4	8	-9	-1
CCOC(=O)c1ccc(Nc2ccc([N+](=O)[O-])cn2)cc1	4	i	-3	3	-5	-2.5	-0.2	10	-6	11
CC1=C(C)CC(C(=O)NCc2ccccn2)C(C(=O)O)C1 (stereo not drawn)	0	i	-4	4	2	-0.5	-0.3	-15	0	3
O=C(COc1ccccc1)N=C1SC2CS(=O)(=O)CC2N1CCc1ccccc1 (stereo not drawn)	-4	i	0	-2	-8	0.1	-0.5	3	-4	6
CCCCC(=O)NCCNc1nc2c(c(=O)n(C)c(=O)n2C)n1Cc1ccccc1	-2	i	7	3	-7	-2.7	-1.4	0	-2	6
COc1cc(C(=O)Nc2nnc(C)s2)cc(OC)c1OC	7	i	-3	-1	-5	-0.6	-0.1	-12	-6	-3
CCCCn1nnnc1C(c1cccc(OC)c1OC)N1CCN(C/C=C/c2ccccc2)CC1 (stereo not drawn)	-2	i	0	1	nt	-0.7	-0.4	-1	-6	6
O=C(O)c1[nH]c2ccccc2c1NS(=O)(=O)c1ccc(F)cc1	1	i	1	-1	1	-1.2	-0.1	10	-1	-2
CCN(CC)c1ccc(C(=O)NNC(=O)C2CCN(c3ncnc4sc(C)c(C)c34)CC2)cc1	2	i	1	8	nt	1.9	-0.3	-6	18	-3
CCOC(=O)CSc1nc2ccc(Nc3nc(N4CCOCC4)nc(N4CCOCC4)n3)cc2s1	-9	i	4	-2	-3	0.7	-0.2	-81	2	0
CCCCCCCCNS(=O)(=O)CCNCCc1ccccc1	-1	i	3	5	-8	-9.4	-0.8	-37	-9	-3

Assay outcomes (PubChem)
